# EBI2 block – antagonists of human EBI2 receptor; P32249; EBI2 beta-arrestin recruitment, luminescence, 7a,25-OHC stimulated; inhibition, % at 5 µM; actives 0.81% (n = 360,000); AID 651636; in the data active = inhibition above about 38%;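 also: enzyme fragment complementation signal reports receptor beta-arrestin coupling in cells; 0% = agonist plus DMSO wells and 100% = wells without agonist; some results beyond the cut were filed as inactive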
# CCR6 antagonist – blocks CCL20-driven beta-arrestin recruitment at human CCR6. CHO-K1 CCR6 PathHunter beta-arrestin, luminescence, CCL20-stimulated. inhibition, % at 20 µM. actives 0.49% (n = 340,000). P51684;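 active = compounds whose inhibition of the agonist-driven luminescence signal at 20 µM reaches about 50%, limit read from the data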;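 also: cells stimulated with CCL20 at 14 nM final; plate controls were DMSO with CCL20 for no effect and DMSO without agonist for full effect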
# CHOP UPR activ – activators of apoptotic arm of unfolded protein response (CHOP). CHO-CHOP luciferase reporter, UPR activation, luminescence; percent of tunicamycin response over DMSO baseline. activation, % at 10 µM. actives 0.34% (n = 330,000). AID 449763;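 active = at 10 µM dose, activation of 40% or more, normalized to positive control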;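 also: 100% = tunicamycin at 10 µg/mL and 0% = DMSO alone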
#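 Evaluation: % reporter activation, DMSO baseline versus tunicamycin full activation; System: CHO-CHOP luciferase reporter cell line; Input: 500 cells/well; Incubation: 6 h compound treatment, 37 °C; Measured by: Steady-Glo luciferase luminescence; Dosing: one dose, 10 µM in 0.5% DMSO; Buffer or medium: F12 medium, 10% FBS; Benchmarks: positive tunicamycin 10 µg/mL, negative DMSO alone.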
# CXCR6 block – CXCR6 (human) receptor inhibition; CHO-K1 PathHunter CXCR6 beta-arrestin, luminescence; inhibition, % at 20 µM; actives 0.36% (n = 360,000); AID 602244; in the data active = inhibition above about 34%, passing the limit was not always enough;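 also: antagonist mode with CXCL16 agonist at 10 nM final; 0% = 10 nM CXCL16 with DMSO and 100% = unstimulated wells without agonist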
# XBP1 UPR activ – adaptive UPR (XBP1) activation. activation, % at 20 µM. AID 463104. CHO-XBP1 luciferase reporter, IRE1-XBP1 UPR activation, luminescence; percent of tunicamycin response, DMSO as zero. actives 0.33% (n = 330,000);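 active = versus positive control, 20 µM dose yields 30% or more activation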;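 also: 100% = tunicamycin at 10 µg/mL and 0% = DMSO only wells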
#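 Material – CHO cell line with stable XBP1 luciferase reporter · Buffer or medium – F12 plus 10% FBS · Compound – single point, 20 µM final compound, 1% DMSO · Schedule – 16-18 h cell attachment at 37 °C, then 6 h compound exposure · Signal – Steady-Glo luminescence read · Benchmarks – high control tunicamycin 10 µg/mL final, low control DMSO vehicle only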
# 697 NFkB inh – lowers PMA/ionomycin-induced NF-kB signal in 697 B cells | 697 B-cell NF-kB luciferase reporter, 16 h | inhibition, % at 4 µM | actives 0.33% (n = 330,000); in the data active = inhibition above about 35%
# Gli-Sufu block – antagonists of Gli-Sufu signaling. actives 0.74% (n = 340,000). inhibition, % at 5 µM. Sufu-KO-LIGHT fibroblasts, Gli luciferase reporter luminescence;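 active = inhibition above about 55%, limit read from the data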;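 also: 0% = DMSO-treated cells and 100% = wells with medium but no cells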
# Jurkat NFkB inh – inhibitors of the PMA/ionomycin-induced NF-kB reporter in Jurkat cells; PMA/ionomycin-induced NF-kB luciferase reporter, luminescence; actives 0.53% (n = 330,000); AID 435003; inhibition, % at 4 µM; in the data active = inhibition above about 50%
# Mdm2-MdmX inh – disrupts the human Mdm2-MdmX interaction. O15151+Q00987. SaOS-2 split-luciferase Mdm2/MdmX complementation, luminescence. actives 3% (n = 330,000). inhibition, % at 8 µM;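 active = inhibition of at least 50% at 8 µM in the primary screen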
# Target sequence (O15151 whole entry, looked up): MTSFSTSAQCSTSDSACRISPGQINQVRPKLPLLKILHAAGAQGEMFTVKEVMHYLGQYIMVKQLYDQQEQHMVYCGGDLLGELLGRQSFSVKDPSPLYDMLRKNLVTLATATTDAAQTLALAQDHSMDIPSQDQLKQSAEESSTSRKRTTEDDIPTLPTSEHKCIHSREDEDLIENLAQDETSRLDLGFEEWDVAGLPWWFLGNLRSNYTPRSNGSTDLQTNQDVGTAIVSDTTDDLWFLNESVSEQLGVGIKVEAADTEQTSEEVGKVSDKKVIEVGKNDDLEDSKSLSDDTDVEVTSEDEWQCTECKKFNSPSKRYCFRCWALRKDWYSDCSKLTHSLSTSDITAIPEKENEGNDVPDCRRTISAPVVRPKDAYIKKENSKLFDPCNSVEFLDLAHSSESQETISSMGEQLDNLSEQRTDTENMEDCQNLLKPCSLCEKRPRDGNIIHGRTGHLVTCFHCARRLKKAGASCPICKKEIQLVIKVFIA
# Target sequence (Q00987 whole entry, looked up): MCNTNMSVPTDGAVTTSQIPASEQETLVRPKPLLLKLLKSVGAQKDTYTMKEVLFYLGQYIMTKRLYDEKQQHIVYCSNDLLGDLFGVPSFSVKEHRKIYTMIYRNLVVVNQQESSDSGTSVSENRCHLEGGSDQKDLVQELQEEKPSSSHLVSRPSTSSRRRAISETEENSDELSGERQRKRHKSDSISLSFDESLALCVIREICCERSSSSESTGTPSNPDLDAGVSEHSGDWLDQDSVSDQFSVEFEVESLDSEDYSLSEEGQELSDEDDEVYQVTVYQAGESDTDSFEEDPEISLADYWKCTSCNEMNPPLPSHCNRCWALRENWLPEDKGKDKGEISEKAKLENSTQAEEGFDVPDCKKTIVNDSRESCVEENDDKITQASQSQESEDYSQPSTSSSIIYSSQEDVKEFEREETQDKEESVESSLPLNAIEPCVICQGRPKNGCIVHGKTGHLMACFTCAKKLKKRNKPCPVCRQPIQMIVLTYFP
# Starred values were filed as active, the others as inactive; nt = not tested or not shown.
SMILES,EBI2 block,CCR6 antagonist,CHOP UPR activ,CXCR6 block,XBP1 UPR activ,697 NFkB inh,Gli-Sufu block,Jurkat NFkB inh,Mdm2-MdmX inh
CCOC(=O)CSc1nc2ccccc2c(=O)n1NC(=O)c1ccccc1,-5,19,0.9,-5,-2,-86,-42,-119,-73
O=C(CCc1ccccc1)NCC(c1ccco1)N1CCc2ccccc21 (stereo unspecified),20,12,2.3,10,5,-34,7,59*,53*
O=C1CCN(CCc2ccccc2)CCN1[C@H](CSc1ccccc1)c1ccccc1,28,-6,1.6,4,2,-13,26,-19,1
O=c1oc2ccc(Br)cc2cc1S(=O)(=O)c1ccc(F)cc1,-10,6,0.1,-6,1,13,-1,8,22
O=C1CN(C(=O)CSc2nncn2-c2ccccc2)c2ccccc2N1,-7,-4,0.7,-16,0,3,-1,1,-1
O=C(CN1CCN(c2ccc([N+](=O)[O-])cc2)CC1)c1ccccc1,7,19,0.5,12,2,-10,0,23,-5
Cc1ccc(NC(=O)CN(C)C(=O)Cc2ccccc2F)cc1,-7,6,0.2,10,-3,12,nt,10,-3
O=C(Cc1c(F)cccc1Cl)Nc1ccc(S(=O)(=O)Nc2nccs2)cc1,-12,1,-1.0,4,-6,21,-2,-8,2
O=C(NC1(C(F)(F)F)C(=O)Nc2c1c(=O)[nH]c(=O)n2-c1ccccc1)c1ccncc1 (stereo unspecified),-1,4,-0.1,-8,-3,-16,2,-6,-23
CCN(CC)C(=O)Cn1cc(S(=O)(=O)CC(=O)N2CCCCCC2)c2ccccc21,-1,-4,0.2,-7,2,4,6,-10,20
COc1ccc(C2=NOC(Cn3nc(C(=O)NCc4ccc5c(c4)OCO5)cc3-c3ccccc3)C2)cc1 (stereo unspecified),-1,12,0.7,0,0,4,-5,30,1
CC(C)(C)OC(=O)CNC(=O)c1nc[nH]c1C(=O)N1CCN(c2ccccc2)CC1,-11,1,-2.7,-1,-1,5,-3,1,4
COc1ccc(C/C(N)=N/n2cnnc2)cc1Cl,-1,17,-0.6,-1,0,7,2,4,10
CCCCn1c(N)c(N(CC(C)C)C(=O)C2CCN(S(=O)(=O)c3ccc(OCC)cc3)CC2)c(=O)[nH]c1=O,1,3,1.7,1,-3,8,-33,5,-16
Cc1onc(-c2ccccc2Cl)c1C(=O)NCc1ccc(F)cc1,-2,5,1.5,1,0,-4,9,-6,-13
c1ccc(OCc2noc(CN3CCC(C4CCCCC4)C3)n2)cc1 (stereo unspecified),22,11,0.4,-3,2,3,0,15,22
COc1cccc(C(=O)Nc2ccc(F)cc2F)c1,-12,6,1.7,-16,-2,-16,-52,-52,-10
Cc1cc(OCc2ccc(C(=O)n3cccn3)o2)ccc1Cl,-9,2,0.0,5,0,-91,-27,-20,0
Cc1ccc(C(=O)Nc2nc3ccc(S(C)(=O)=O)cc3s2)o1,-8,11,5.2,0,1,-68,-76,-33,-19
NS(=O)(=O)c1ccc(CNC(=O)NC23CC4CC(CC(C4)C2)C3)cc1,-10,-1,1.0,61*,-1,6,1,2,12
O=C(Nc1ccccc1)C(Cl)C(=O)c1ccccc1 (stereo unspecified),9,21,8.0,12,-1,-15,2,-18,1
C/C(=N\NC(=O)c1ccncc1)c1cc2ccccc2oc1=O,-4,6,1.4,-6,0,-9,7,2,10
CC1CC(N(C(=O)c2ccco2)c2ccccc2)c2ccccc2N1C(=O)c1ccco1 (stereo unspecified),9,25,1.1,9,-1,-17,19,-9,4
COC(=O)c1cc(OC)c(OC)cc1NC(=O)c1c(-c2ccccc2)noc1C,13,5,-1.4,0,4,9,12,-4,25
COc1ccc(N2CCN(C(c3ccc4ncccc4c3)c3nnnn3C(C)C)CC2)cc1 (stereo unspecified),4,5,-1.7,-2,-2,-8,0,-10,-6
# Further structures follow.
SMILES,EBI2 block,CCR6 antagonist,CHOP UPR activ,CXCR6 block,XBP1 UPR activ,697 NFkB inh,Gli-Sufu block,Jurkat NFkB inh,Mdm2-MdmX inh
O=S(=O)(Nc1ccc2c(c1)OCO2)c1ccc(Cl)cc1F,-2,11,-0.1,2,1,13,-4,1,17
COc1ccccc1N(CC(=O)NC1CCCC1)C(=O)c1csnn1,-4,-5,-0.2,0,-1,8,1,7,19
C[C@H]1CC[C@@]2(O[C@@H](CCO)C[C@@H](O)[C@@H]2O)O1,1,-4,3.2,9,0,7,-8,9,10
Fc1ccc(CSc2ncnc3scc(-c4ccccc4)c23)cc1,24,41,0.1,9,0,-5,-1,2,11
O=C(C1=COCCO1)N(Cc1nnc(-c2ccc(Cl)cc2)o1)C1CC1,4,4,0.7,-1,2,7,-18,17,8
O=C(NCc1ccccn1)NC12CC3CC(CC(C3)C1)C2,10,-11,3.3,-8,5,11,-5,-4,-5
COc1ccc(CC(NC(C)=O)C(=O)NC2CCN(c3c(Cc4ccccc4)c(C)nc4ncnn34)CC2)c(OC)c1 (stereo unspecified),8,11,0.1,6,-3,-1,4,-1,0
COc1cccc(-c2cc(C(=O)Nc3cccnc3Cl)no2)c1,7,7,4.8,-9,6,-19,13,-31,-36
O=C(Nc1nc2ccccc2n1Cc1ccccc1)c1ccc(COc2ccccc2[N+](=O)[O-])o1,4,6,-1.1,-2,-1,-3,-9,11,38
CN(c1ccccc1)c1nc(N)c([N+](=O)[O-])c(N2CCCCCC2)n1,12,13,2.1,7,4,-33,1,-1,-2
COc1ccc2[nH]c3c(c2c1)CCN1C(=O)C(CC(=O)NCc2ccc(OC)c(OC)c2)C[C@H](C(=O)N2CCOCC2)[C@@]31C (stereo partly specified),-6,4,2.8,5,5,-2,-9,nt,-4
O=C(Cc1cccc(NC(=O)C2CCN(C(=O)C3CCCCC3)CC2)c1)Nc1cccc(C(=O)N2CCCCC2)c1,-2,-2,nt,4,nt,nt,-2,nt,nt
Cc1oc2c(c1C(=O)Nc1cccc(C(=O)O)c1)CCCC2,-13,-10,-0.2,-3,-2,-30,-8,1,15
CC(O)C(NS(=O)(=O)c1ccc(Cl)cc1)C(=O)OCC(=O)Nc1cccnc1Cl (stereo unspecified),-9,-6,3.1,-3,0,-6,2,-8,-11
CCOC(=O)c1cnn(-c2ncnc3sc4c(c23)CCC4)c1N,6,10,-1.2,-1,-2,-13,10,-2,-1
Cc1ccc(NCCCn2cnc3c(OCc4ccccc4)ncnc32)cc1C,9,14,nt,-6,nt,nt,-1,nt,nt
Cc1oc(C(C)(C)C)cc1-c1cc(NC(=O)c2ccc([N+](=O)[O-])cc2)n[nH]1,-1,-13,4.8,-7,2,4,0,-2,44
COC(=O)c1sccc1NC(=O)Nc1ccc(F)cc1F,-3,17,0.6,0,-3,-6,6,5,8
CC(C(c1cccs1)c1c(N)n(C)c(=O)n(C)c1=O)[N+](=O)[O-] (stereo unspecified),-12,-7,-2.4,12,-2,8,-2,-30,19
CCS(=O)(=O)c1nn2c(N)c(/C=C3/C=CC(=O)C(OC)=C3)c(=O)nc2s1,6,15,2.0,11,-1,-12,2,-1,-16
CC(C)c1ccc(CCNC(=O)CSC(=S)N2CCCC2)cc1,3,7,1.1,9,3,5,-6,1,-17
COc1cccc(NC(=O)CN(C)C(=O)c2ccc(S(=O)(=O)Nc3ccccc3F)cc2)c1,9,1,3.5,-5,0,-43,-6,-13,1
C#CCOCCOCCOCCNc1nc(N2CCN(C(=O)[C@H](CCC(=O)O)n3cc(C(N)[C@H](C)CC)nn3)CC2)nc(N2CCN(C(=O)[C@H](Cc3ccc(O)cc3)n3cc(C(N)[C@H](C)CC)nn3)CC2)n1 (stereo partly specified),-3,-7,-1.2,9,0,-2,-15,2,2
C=CCn1c(SCC(=O)NC2CC2)nnc1C1CC1,7,-7,-0.8,6,0,2,-4,-4,18
CCc1ccc(CNC(=O)CCCn2nc(C)n3ccnc3c2=O)cc1,4,-5,-2.7,5,-1,4,2,-6,20
# (next part)
SMILES,EBI2 block,CCR6 antagonist,CHOP UPR activ,CXCR6 block,XBP1 UPR activ,697 NFkB inh,Gli-Sufu block,Jurkat NFkB inh,Mdm2-MdmX inh
CN(C)N1C(N)=C(C#N)C(c2ccccc2F)C2=C1CC(C)(C)CC2=O (stereo unspecified),5,10,1.7,1,-2,16,4,10,1
CCc1ccc(NC(=O)C(CC)Sc2nc3ccsc3c(=O)n2CCC(=O)O)cc1 (stereo unspecified),5,9,1.2,2,-6,-6,1,1,17
Cc1cc(C)n(CC(=O)NNC(=O)CC(C)c2ccccc2)n1 (stereo unspecified),3,-3,0.2,0,4,9,-7,12,6
O=C1N=C(N2CCOCC2)S/C1=C\c1ccc(OS(=O)(=O)c2ccccc2)cc1,2,13,4.6,7,-1,-10,3,-16,15
CCCCNC(=O)NNC(=O)c1ccoc1C,-8,-15,0.0,0,0,-6,1,-8,0
CCOC(=O)C1CCN(C(=O)c2cccc(N3C(=O)NC4CC3(C)Oc3ccc(C)cc34)c2)CC1 (stereo unspecified),7,17,-1.2,-7,-8,10,16,-4,11
CC1Oc2ccccc2N(CC(=O)Nc2ccc(F)cc2)C1=O (stereo unspecified),1,7,2.1,2,-3,14,15,25,-8
C=C(C)Cn1c(SCCCO)nc2c1c(=O)[nH]c(=O)n2C,-5,11,0.0,3,2,8,-1,-6,1
COc1ccc(S(=O)(=O)NC2CC(C)(C)NC(C)(C)C2)cc1,10,6,-0.7,-5,-5,3,9,-3,2
CCOC(=O)N1CCN(S(=O)(=O)c2ccc(C(=O)N(CCN(C)C)c3nc4ccc(Cl)cc4s3)cc2)CC1,5,12,2.5,17,0,-4,-7,-33,-10
COc1ccc(OC)c(NC(=O)CCNS(=O)(=O)c2cccc3nsnc23)c1,-12,-4,-0.2,-1,6,14,-6,2,2
Oc1c(C(c2cccs2)N2CCN(c3ccc(F)cc3)CC2)sc2ncnn12 (stereo unspecified),1,16,0.2,2,-3,15,-3,8,0
O=C(NC1CC1)c1ccc(CS(=O)c2ccc(Br)cc2)o1 (stereo unspecified),-12,10,0.2,-7,-5,3,-7,2,9
CSc1cccc(NC(=S)N(CCN(C)C)C(C)c2ccncc2)c1 (stereo unspecified),8,6,2.7,6,-1,4,2,2,-2
CS(=O)(=O)Nc1ccc(C2=NN(C(=O)c3ccco3)C(c3cccc(F)c3)C2)cc1 (stereo unspecified),-34,11,7.1,-6,-1,14,-3,10,-24
COc1ccc(N(C(C)C(=O)N2CCCC2)S(C)(=O)=O)cc1 (stereo unspecified),2,11,1.9,-7,-5,2,3,13,15
O=C1NCCOC(=O)[C@H](Cc2ccc(F)cc2)C/C=C\C[C@@H]1CC(=O)N(CCO)Cc1ccccc1,2,-2,1.3,2,-4,5,-31,6,22
Cc1c(C(=O)NN)nc2ccccn12,3,-7,-1.4,-1,3,23,-11,6,3

# Four neighbouring entries from above, for reference:
SMILES,EBI2 block,CCR6 antagonist,CHOP UPR activ,CXCR6 block,XBP1 UPR activ,697 NFkB inh,Gli-Sufu block,Jurkat NFkB inh,Mdm2-MdmX inh
CN(C)N1C(N)=C(C#N)C(c2ccccc2F)C2=C1CC(C)(C)CC2=O (stereo unspecified),5,10,1.7,1,-2,16,4,10,1
CCc1ccc(NC(=O)C(CC)Sc2nc3ccsc3c(=O)n2CCC(=O)O)cc1 (stereo unspecified),5,9,1.2,2,-6,-6,1,1,17
Cc1cc(C)n(CC(=O)NNC(=O)CC(C)c2ccccc2)n1 (stereo unspecified),3,-3,0.2,0,4,9,-7,12,6
O=C1N=C(N2CCOCC2)S/C1=C\c1ccc(OS(=O)(=O)c2ccccc2)cc1,2,13,4.6,7,-1,-10,3,-16,15

# Screening results as filed in PubChem BioAssay.
